# Source: PubChem (Institute for Biomedicine and Glycomics)
# trophozoite growth: anti-Giardia activity of synthetic compounds – Compounds Australia Scaffold Library subset, 24/48 h, primary screen (AID 1794835); stronger effect = higher value; inhibition, % at 10 µM; 2,500 tested, 2% active; in the data active = inhibition mostly above about 45%, no sharp cut-off; inactive = mostly below about 37%;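 also: 0% = parasite counts in DMSO vehicle wells; trophozoite growth inhibition read by imaging counts at 24 h; calls made by hand needing about 50% inhibition in two separate runs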
# Active calls of the source: *; i = inactive. Some of the compounds tested; count on the stated rates, not on these rows.
no.	Compound	trophozoite growth
1	Cc1ccc(NC(=O)c2ccc(-c3noc(C4CCCN(C(=O)c5ccccc5)C4)n3)cc2)cc1 (stereo not drawn)	5.6
2	CCCNC(=O)N1CCC(n2c(=O)[nH]c3ccccc32)CC1	i
3	Cc1cc(N2C(=O)C(=O)C(=C(O)c3ccc(Cl)cc3)C2c2ccc([N+](=O)[O-])cc2)no1 (stereo not drawn)	29.6
4	Cc1ccc(C2CCCN2S(=O)(=O)N(C)Cc2cnn(C)c2)o1 (stereo not drawn)	i
5	Cc1ccccc1C1CCN(C(=O)c2ccc(=O)n(C)c2)C1 (stereo not drawn)	i
6	CC(C)n1ncc2cc(C(=O)N3CCCC3C3CCCN3C)cnc21 (stereo not drawn)	0.1
7	Cc1ccc(CNC(=O)c2ccc3c(c2)CCN3S(=O)(=O)c2ccc(C)cc2)cc1	38.5
8	CCn1c(=O)c(N2CCCC(C(=O)NCCc3c[nH]c4ccccc34)C2)nc2ccccc21 (stereo not drawn)	9.8
9	Cc1nc(N(C)C)cc(N2CCN(C(=O)c3cc4ccccc4oc3=O)CC2)n1	i
10	Cc1cc(C2CCCN2C(=O)Cc2csc(NC(=O)c3ccco3)n2)on1 (stereo not drawn)	i
11	O=C(NCCCN1CCCN(c2ccccc2)CC1)c1nc(-c2c[nH]c3ccccc23)no1	i
12	Cc1ccc(NC(=O)C2CCCCN2S(=O)(=O)c2ccc(Br)cc2)cc1 (stereo not drawn)	i
13	CN(C)CCCN1C(=O)C(=O)C(=C(O)c2cc(Cl)ccc2O)C1c1ccco1 (stereo not drawn)	14.6
14	CCOc1cc(F)ccc1NC(=O)N1CCCC(N2CCCC2=O)C1 (stereo not drawn)	7.0
15	CCn1c(Oc2cccnc2)nc2c1c(=O)n(C)c(=O)n2C	i
16	CC(C)N(CC(=O)N1c2ccccc2NC(=O)C12CCCC2)Cc1nc2ccccc2c(=O)[nH]1	i
17	CCCN1C(=O)c2cc(C(=O)Nc3ccccc3OC)ccc2C1Nc1ccccc1OC (stereo not drawn)	21.9
18	CCCCn1c(CN2CC(C)OC(C)C2)nc2c1c(=O)[nH]c(=O)n2C (stereo not drawn)	i
19	O=C(C1CCN(c2nc(-c3ccccc3)no2)CC1)N1CCN(c2ccc(F)cc2)CC1	i
20	Cn1cnc2c1CCN(Cc1csc(-c3ccco3)n1)C2	24.5
21	Cc1ccc(-c2nc(Cn3nnc(C(=O)NCc4ccc(F)cc4)c3N)c(C)o2)cc1	i
22	Cc1ccc(S(=O)(=O)Nc2ccc3c(c2)N(C(=O)c2ccco2)CCC3)cc1C	12.2
23	O=C(Cn1c2ncccc2c(=O)n1-c1ccccc1)NC1CCCC1	18.2
24	O=C(c1ccccc1)N1CCC(c2ccn3ncc(C(=O)N4CCCCC4)c3c2)CC1	i
25	Cc1ccc(NC(=O)N2CCCn3nc(C)cc32)c([N+](=O)[O-])c1	i
26	COC(=O)c1ccc(-c2nc3cnccn3c2Nc2cccc(C(=O)OC)c2)cc1	i
27	CC(=O)c1cc2c(cc1NC(=O)c1cn(-c3ccc(F)cc3)nn1)OCO2	7.4
28	Cc1nn(-c2ccc(F)cc2)c2sc(C(=O)N3CCCCC3C(N)=O)cc12 (stereo not drawn)	i
29	Cc1nn(CNC(C)(C)c2ccc(F)cc2)c(=O)c2noc(C)c12	i
30	O=C1COc2cc(C(=O)Nc3cnccc3-n3ccnc3)ccc2N1	0.9
31	CCOC(=O)c1ccccc1NC(=O)NC(c1ccccc1)c1nnc(-c2ccccc2)o1 (stereo not drawn)	i
32	Cc1nc(C2(NC(=O)CCc3ncc(-c4ccccc4F)o3)CCCCC2)no1	i
33	CC(NS(C)(=O)=O)C(=O)N1CCCN(Cc2cscn2)CC1 (stereo not drawn)	i
34	Cc1ccccc1NC(=O)c1cn2c3c(cccc3c1=O)CC2	i
35	Cn1cc(C2CCCN2Cc2ncc(C(C)(C)C)o2)cn1 (stereo not drawn)	i
36	COc1cc(-c2c(Nc3ccccc3)oc3c2c(=O)n(C)c(=O)n3C)cc(OC)c1OC	i
37	Cc1c(CC(=O)Nc2ccccc2)c(=O)n2nc(-c3ccccc3)nc2n1C	1.9
38	O=C(c1cnn2c(C(F)(F)F)cc(-c3cccs3)nc12)N1CCCC1	i
39	O=C(c1nc(-c2ccc(N3CCCCCC3)cc2)no1)N1CCN(c2ccccc2)CC1	i
40	CN(CC(=O)NC(C)(C)C)Cc1nc(-c2ccc3c(c2)OCO3)no1	i
41	COc1cc2c(cc1OC)C(C(=O)O)C(c1cccc(F)c1)N(C)C2=O (stereo not drawn)	i
42	CCC(=O)Nc1nc2c(OC)cc(NS(=O)(=O)c3cc(Cl)ccc3OC)cc2s1	i
43	CCCCn1nnnc1CN1CCCC1Cn1cncn1 (stereo not drawn)	i
44	O=C(CN1C(=O)CC2(CCCCC2)C1=O)Nc1ccc([N+](=O)[O-])cc1	47.2
45	CCc1ccc(NC(=O)Cn2nc3n(c2=O)CCCC3)cc1	9.1
46	CCCN(C)C(=O)c1ccc(-c2ccnc(N3CCCCC3)n2)cc1	i
47	COc1c(C(=O)Nc2ccccc2)oc2ccc(NC(=O)C3CCCCC3)cc12	3.8
48	COc1c(C)cnc(Cn2cnc([N+](=O)[O-])c2)c1C	83.0*
49	COCCn1nc(C(=O)N2CCCN(c3ccc(C(F)(F)F)cn3)CC2)ccc1=O	i
50	CCCn1c(SCC(N)=O)nc2c(-c3ccccc3)nsc2c1=O	i
51	O=S(=O)(c1ccc(Br)cc1)N1CCCC(c2nc(-c3ccc(Cl)cc3)no2)C1 (stereo not drawn)	i
52	O=C1CC(C(=O)N2CCCCC2Cn2cccn2)CN1C1CCCC1 (stereo not drawn)	i
53	O=S(=O)(CCN1CCCC1Cn1cncn1)c1ccccc1 (stereo not drawn)	i
54	CCCc1cc(N2CCOCC2)n2nc(C)c(-c3ccccc3)c2n1	20.2
55	CCCC1NC(=O)N(Cc2nnc(-c3ccc(Br)o3)o2)C1=O (stereo not drawn)	0.3
56	CC(=O)NC(C)(C)c1noc(-c2cnc(C(C)(C)C)s2)n1	i
57	CCCc1noc(Cn2c(-c3ccc(OC)c(OC)c3)noc2=O)n1	i
58	CCC(=O)N1CCC(C2CCN(CCC(C)C)C2)CC1 (stereo not drawn)	i
59	CCOC(=O)CC(NC(=O)N1CCC(CN2CCOCC2)CC1)c1ccccc1 (stereo not drawn)	i
60	CC(C)S(=O)(=O)N1CCC(N(C)C2CCOCC2)CC1	i

# Not a retest: entries from further up.
no.	Compound	trophozoite growth
51	O=S(=O)(c1ccc(Br)cc1)N1CCCC(c2nc(-c3ccc(Cl)cc3)no2)C1 (stereo not drawn)	i
52	O=C1CC(C(=O)N2CCCCC2Cn2cccn2)CN1C1CCCC1 (stereo not drawn)	i
53	O=S(=O)(CCN1CCCC1Cn1cncn1)c1ccccc1 (stereo not drawn)	i
54	CCCc1cc(N2CCOCC2)n2nc(C)c(-c3ccccc3)c2n1	20.2
55	CCCC1NC(=O)N(Cc2nnc(-c3ccc(Br)o3)o2)C1=O (stereo not drawn)	0.3
56	CC(=O)NC(C)(C)c1noc(-c2cnc(C(C)(C)C)s2)n1	i
57	CCCc1noc(Cn2c(-c3ccc(OC)c(OC)c3)noc2=O)n1	i

# Other compounds follow:
no.	Compound	trophozoite growth
61	CCCCOc1ccc(CNC(=O)C2CCN(c3nccc4sc(C)cc34)CC2)cc1	27.9
62	CC1(c2nc(C3CC3)no2)CCCN(C(=O)c2ccc(F)c(F)c2)C1 (stereo not drawn)	i
63	O=C(Nc1ccn(Cc2cccnc2)n1)c1ccc2n[nH]nc2c1	i
64	COc1cccc(CNC(=O)N2CCC(c3ccn4ncc(C(=O)N5CCCCC5)c4c3)CC2)c1	i
65	COc1ccc(NC(=O)N2CCN(CC3CCCCN3C)CC2)cn1 (stereo not drawn)	i
66	O=C(C1CCCN(S(=O)(=O)c2ccccc2)C1)N1CCCC(C(F)(F)F)C1 (stereo not drawn)	7.6
67	Cc1nn(Cc2ccccc2)c2sc(C(=O)N3CCN(C(=O)N4CCCCC4)CC3)cc12	14.0
68	Cc1ccc(-c2cnc(C3CCCCN3C(=O)c3cnccn3)[nH]2)cc1 (stereo not drawn)	i
69	O=C1NC(=O)C2(CCN(C(=O)CCn3ccc4ccccc43)C2)N1 (stereo not drawn)	i
70	COc1cccc(-c2nc(C3CCCN(C(=O)c4cc(C)ccc4C)C3)no2)c1 (stereo not drawn)	i
71	COc1ccc(S(=O)(=O)N2CCC(Nc3ncnc4c3cnn4C)CC2)cc1	i
72	COc1cccc([C@H]2C[C@@H](C(F)(F)F)n3ncc(C(=O)N4CCCCC4)c3N2)c1	i
73	Cc1ccc(CNC(=O)C2CCN(c3ncccc3-n3cccc3)CC2)cc1	i
74	CC(=O)N1CCN(Cc2nc3cc(Cl)ccc3n2C)CC1	i
75	Cc1ccc(CNC(=O)C2(C)Cn3c(nc4ccccc43)C(=O)N2Cc2cccc(C)c2)cc1 (stereo not drawn)	4.3
76	CCOc1ccc(CCC2CCN(C(=O)c3cnc[nH]3)CC2)cc1	0.9
77	Cc1ccc2c(c1)CCCN2C(=O)C1CCN(C(=O)OC(C)(C)C)CC1	i
78	NC(=O)C1CNC[C@H]1c1ccncc1 (stereo partly drawn)	i
79	COc1ccc(C2=Nc3ccccc3N(CC(=O)Nc3cccc(F)c3)C(=O)C2)cc1	40.3*
80	CC(=O)Oc1ccc(C(=O)Nc2ccc3nc(-c4ccc(Cl)cc4)oc3c2)cc1	i
81	Cc1ccc(NC(=O)c2ncoc2-c2ccco2)cc1Cl	i
82	CN(C)C(=O)c1ccc(OC2CCN(Cc3ccccn3)C2)nc1 (stereo not drawn)	6.6
83	O=C(NCCC1=CCCCC1)C1CCN(c2nc3cccnc3n(Cc3ccccc3)c2=O)CC1	11.4
84	CC(=O)N1CCN(C2CN(CC3CCCO3)CC2C)CC1 (stereo not drawn)	i
85	Cc1n[nH]c(=O)c(C(=O)N2CCN(CC3CCCCC3)CC2)c1C	i
86	O=C1C2C(c3ccc(F)cc3)NC(Cc3ccccc3)(C(=O)O)C2C(=O)N1c1ccc(F)cc1 (stereo not drawn)	0.7
87	CCCn1c(=O)[nH]c2cc(-c3noc(CN4C(=O)COc5ccccc54)n3)ccc21	i
88	CC(C)CCNC(=O)C1(C)CCc2ccccc2C(=O)N1Cc1ccccc1F (stereo not drawn)	14.6
89	O=C(Nc1ccc(F)cc1)c1nnc(CN2CCCC2c2ccccc2)s1 (stereo not drawn)	i
90	CC(C)Cn1c(=O)c(=O)[nH]c2cc(-c3noc(-c4ccccc4)n3)ccc21	i
91	CCn1nnc(NCc2ccc(-c3ccccc3)cc2)n1	14.2
92	O=C(CN1C(=O)CCCc2ccccc21)NCCc1ccco1	i
93	Cc1csc(C2CCCN(C(=O)CCn3ccnn3)C2)n1 (stereo not drawn)	i
94	Cc1ccc(S(=O)(=O)N2CCN(C)c3ccccc32)cc1	8.6
95	CN(C)C1(CNC(=O)COc2ccc(Br)cc2)CCCCC1	5.1
96	O=C1CS(=O)(=O)C2(C(=O)N(Cc3ccccc3)c3ccccc32)N1c1ccccc1 (stereo not drawn)	i
97	O=C1c2ccncc2C(=O)N1c1c(F)c(F)cc(F)c1F	i
98	Cc1ccc(S(=O)(=O)N2CCC(C(=O)N3CCC(c4noc(-c5ccccc5)n4)CC3)CC2)cc1	i
99	CC1CCCCC1NC(=O)C1CCCN(S(=O)(=O)c2cnc[nH]2)C1 (stereo not drawn)	i
100	CCCC(=O)Nc1ccc2c(c1)CN(C(=O)Cc1ccccc1C)C(C(=O)N(C)C)C2 (stereo not drawn)	11.7
101	Cc1ccc(Nc2c(-c3ccc(N4CCOCC4)cc3)nc3ccccn23)cc1	0.3
102	CSc1cccc(NC(=O)Nc2ccc(-c3noc(C)n3)cc2)c1	i
103	Fc1cccc2[nH]c(CN3CCCCC3CN3CCOCC3)nc12 (stereo not drawn)	i
104	Cc1ccc(-c2nnn(CC(=O)N3CCCCCC3c3cccn3C)n2)cc1 (stereo not drawn)	28.2
105	CCOC(=O)CCCS(=O)(=O)N1CCCC1CN1CCCC1 (stereo not drawn)	i
106	COCCNC(=O)C1(C)Cn2c(cc3ccsc32)C(=O)N1Cc1ccco1 (stereo not drawn)	i
107	O=C(Cn1c(-c2ccccn2)noc1=O)C12CC3CC(CC(C3)C1)C2	21.7
108	CSc1cccc(NC(=O)CN2C(=O)CCn3nc(-c4cn(C)c5ccccc45)cc32)c1	i
109	O=C(NCc1ccccc1F)c1c[nH]cc1-c1ccc(Cl)s1	i
110	CC(C)c1ccc(-c2noc(N3CCC(C(=O)N4CCN(C5CCCCC5)CC4)CC3)n2)cc1	11.6
111	COCCN1CCN(c2nc(-c3ccncc3)nc3c2CCC3)CC1	15.0
112	COc1ccc(CCC2CCN(Cc3cc(=O)n4ccccc4n3)CC2)cc1	i
113	O=C(O)c1cccc(Nc2nc(Nc3ccccc3)nc(N3CCCC3)n2)c1	0.3
114	O=C(NCc1ccccc1)c1nc[nH]c1C(=O)NCc1cccc(C(F)(F)F)c1	20.4
115	CCc1ccc(Nc2ncnc3c2nc2n3CCCCC2)cc1	i
116	O=C(NCc1noc(-c2cccs2)n1)c1ccccc1C(F)(F)F	i
117	COCCNC(=O)N1CCCC(C)(C(=O)NCc2ccc(C)cc2)C1 (stereo not drawn)	i
118	O=C(NC12CC3CC(CC(C3)C1)C2)N1CCC(CN2CCCC2)CC1	i
119	Cc1nc(CN2CCC(Nc3ccccc3)C2)oc1-c1ccc(Cl)cc1 (stereo not drawn)	4.4
120	CCc1onc(C)c1C1CCCN1C(=O)Nc1ccccc1C (stereo not drawn)	i
121	Cn1ccc2c(cc(C(=O)N3CCC(N4CCCCC4)CC3)n2C)c1=O	18.7
122	CC(C)(C)OC(=O)N1CCCC(N(Cc2ccccc2)C(=O)Cc2csc(-c3cccnc3)n2)C1 (stereo not drawn)	i

# Fetched one by one from above (three):
no.	Compound	trophozoite growth
11	O=C(NCCCN1CCCN(c2ccccc2)CC1)c1nc(-c2c[nH]c3ccccc23)no1	i
86	O=C1C2C(c3ccc(F)cc3)NC(Cc3ccccc3)(C(=O)O)C2C(=O)N1c1ccc(F)cc1 (stereo not drawn)	0.7
115	CCc1ccc(Nc2ncnc3c2nc2n3CCCCC2)cc1	i
